KDM5B inh: inhibitors of human KDM5B histone demethylase; hit rate 2.6% among 220,000; Potency, µM (series often up to 57.7 µM), without a hit: at the top dose activity change, negative = inhibition, hits mostly inhibitors; KDM5B demethylase, FDH-coupled NADH fluorescence (FDH is formaldehyde dehydrogenase); active = well fitted inhibition curve with a large enough effect; inconclusive = small, poorly fitted or top-dose-only effect; inactive = no such curve, though single readings can be large or run the other way; also: 0% is about no effect; nearly all actives have a fitted effect of over 70% in size
Target sequence (Q9UGL1 whole entry, looked up): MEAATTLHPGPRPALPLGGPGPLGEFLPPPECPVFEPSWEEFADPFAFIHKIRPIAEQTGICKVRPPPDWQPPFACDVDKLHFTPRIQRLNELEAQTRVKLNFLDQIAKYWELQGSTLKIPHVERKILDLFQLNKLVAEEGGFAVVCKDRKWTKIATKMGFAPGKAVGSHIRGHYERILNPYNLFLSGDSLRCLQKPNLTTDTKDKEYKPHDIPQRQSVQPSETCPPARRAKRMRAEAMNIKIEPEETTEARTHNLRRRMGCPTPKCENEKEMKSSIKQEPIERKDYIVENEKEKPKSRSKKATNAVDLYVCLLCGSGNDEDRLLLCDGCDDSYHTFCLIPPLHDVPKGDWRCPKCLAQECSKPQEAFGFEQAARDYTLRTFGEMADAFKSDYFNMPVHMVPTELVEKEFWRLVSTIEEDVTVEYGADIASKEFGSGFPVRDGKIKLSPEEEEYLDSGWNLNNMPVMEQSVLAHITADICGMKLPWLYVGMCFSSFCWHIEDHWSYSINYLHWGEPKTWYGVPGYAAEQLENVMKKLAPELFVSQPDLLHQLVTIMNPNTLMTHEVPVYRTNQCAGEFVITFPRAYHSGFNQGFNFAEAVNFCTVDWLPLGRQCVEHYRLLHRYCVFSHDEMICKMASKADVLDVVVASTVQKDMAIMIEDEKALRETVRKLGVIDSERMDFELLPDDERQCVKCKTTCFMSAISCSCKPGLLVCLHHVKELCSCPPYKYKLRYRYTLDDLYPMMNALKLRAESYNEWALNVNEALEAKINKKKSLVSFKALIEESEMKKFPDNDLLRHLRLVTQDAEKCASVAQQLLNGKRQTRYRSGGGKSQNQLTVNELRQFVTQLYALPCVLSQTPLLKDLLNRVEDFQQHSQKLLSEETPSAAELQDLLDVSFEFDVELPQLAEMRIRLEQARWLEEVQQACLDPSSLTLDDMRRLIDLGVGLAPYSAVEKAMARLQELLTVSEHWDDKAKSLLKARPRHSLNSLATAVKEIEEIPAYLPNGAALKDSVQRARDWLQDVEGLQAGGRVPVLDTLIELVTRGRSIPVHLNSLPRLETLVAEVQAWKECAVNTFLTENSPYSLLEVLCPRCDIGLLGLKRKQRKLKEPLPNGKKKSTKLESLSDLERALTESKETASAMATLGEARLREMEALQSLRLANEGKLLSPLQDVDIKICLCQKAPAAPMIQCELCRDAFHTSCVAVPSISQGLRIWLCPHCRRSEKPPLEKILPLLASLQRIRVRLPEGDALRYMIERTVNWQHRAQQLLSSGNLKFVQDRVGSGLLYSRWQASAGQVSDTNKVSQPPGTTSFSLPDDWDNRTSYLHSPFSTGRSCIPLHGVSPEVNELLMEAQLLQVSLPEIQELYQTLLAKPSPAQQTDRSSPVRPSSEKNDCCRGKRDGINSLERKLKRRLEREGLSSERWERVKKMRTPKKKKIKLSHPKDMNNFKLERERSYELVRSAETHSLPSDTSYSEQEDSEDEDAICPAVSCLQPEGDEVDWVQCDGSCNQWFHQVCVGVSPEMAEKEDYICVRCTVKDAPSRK
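Here, H3K4me3 peptide (12.5 µM in substrate mix) is demethylated by KDM5BΔAP, 200 nM final, after 10 min compound exposure. Formaldehyde product is coupled through FDH (0.25 U/mL in mix) to NADH fluorescence; 30-min ΔRFU feeds dose-response curves.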
An asterisk follows results filed as active; ? = inconclusive; & = joins results of further samples; [ ] = another dose, or the depositor's remark. Potency is read from the fitted curve at half-maximal effect. Only part of the results is shown; the hit share may differ from the screen's.

SMILES	KDM5B inh
CCN(CC(=O)Nc1c(F)cccc1F)C(=O)c1ccc(Cl)c(S(=O)(=O)N2CCCCC2)c1	-8%
C#CCN1CCCCC1C(=O)NCC1CCCCC1 (stereo not given)	-12%
O=C1NC2(Cc3ccccc31)CN([S+](=O)([O-])c1ccccc1)C2	4%[149 µM]
Cc1c(C)n(CCO)c2ncn3nc(CSc4nc5ccccc5o4)nc3c12	-20%
CCCCNC(=O)Cc1csc2nc(C)c(-c3cc(C)n(-c4ccc(C)cc4)n3)c(=O)n12	?
CCCn1c(CCC(=O)Nc2cc(Cl)c(OC)cc2OC)nc2cccnc21	-12%
O=C1C[C@@H]2CCN(C(=O)NCc3ccccc3)C[C@@H]2CCN1CCN1CCNC1=O	-4%[86.2 µM]
O=C(N1CC[C@@H](c2ccc3ccccc3c2)[C@H](O)C1)C1(Cn2ccnc2)CC1	-22%
CC(=O)c1cccc(NS(=O)(=O)c2ccc3[nH]c4c(c3c2)CCCCC4)c1	?
COc1cccc(N2CCN(C(=O)CCc3c(C)nc4c(c3C)c(=O)n(C)c(=O)n4C)CC2)c1	?
COc1ccccc1C(=O)NCCC(=O)NCCc1ccccc1	13%
CCCN(CCC)CCNC(=O)c1cc(-c2ccc(Br)s2)nc2ccccc12	?
O=C(NC[C@H]1COCc2nc3cc(F)ccc3n21)c1ccc2c(c1)OCO2	-25%[86.2 µM]
Fc1ccc(CNCc2cccnc2N2CCN(c3ccccn3)CC2)cc1F	?
CCCCc1c(C)nn(-c2nc(C)c(C(=O)Nc3ccc(OC)cc3)s2)c1C	-5%
COc1ccc(-n2nc(C(=O)N(C)c3cc(C)ccc3C)c3c4ccccc4n(C)c3c2=O)cc1Cl	-15%
Cc1noc(-c2ccc(OC3CN(C(=O)NCc4ccccc4)C3)cc2)n1	5%
O=C1CN(CC(=O)Nc2cc(Cl)cc(Cl)c2)CCN1	9%
CC(C)OCCCNC(=O)CCCn1c(SCC(=O)c2ccc(F)cc2)nc2c(sc3ccccc32)c1=O	?
Cc1ccsc1C(=O)N1CCC2(CC1)NC(=O)N(c1ccccc1)N2	?
N#Cc1ccccc1COC(=O)c1cccc2ccccc12	?
CCOc1cccc(C(=O)Nc2nc(-c3ccc(S(=O)(=O)N4CCOCC4)cc3)cs2)c1	?
CC(C)C1CN(C(=O)C(=O)c2ccco2)CCC(=O)N1CC1CC1 (stereo not given)	3%
CC[C@@]1(O)CCN(c2nc(N)c3cc(OC)c(OC)cc3n2)C[C@H]1O	32µM*
N#C/C(=C\c1ccc(-c2ccc(Cl)cc2Cl)o1)c1nc2ccccc2[nH]1	-10%
Cc1c(-c2ccccc2)[n+](=O)c(-c2ccco2)c(C)n1[O-]	-27%
Cc1ccc(C(=O)NCC(c2ccc3c(c2)OCO3)N2CCOCC2)cc1C (stereo not given)	1%
COC[C@@H]1[C@H](C(=O)Nc2cc(OC)ccc2OC)CCC(=O)N1C	?
CCOc1ccccc1NC(=O)Nc1ccc(CN2CCOCC2)cc1	9%
CC(=O)Nc1ccc(-c2nc3ccccc3s2)cc1C	?
O=C(NCCc1ccccc1)C12CC3CC(CC(C3)C1)C2	25%
Cc1nc(-c2ccccn2)nc(N2CCOCC2)c1Cl	19%
CC(=O)Nc1ccc(Nc2nc3ccccc3n3cnnc23)cc1	?
O=C(COC(=O)C12CC3CC(CC(Br)(C3)C1)C2)c1ccc(C2CCCCC2)cc1	16%
Cc1cc(N2CCCCS2(=O)=O)cc(C)c1S(=O)(=O)N(C)CCc1ccncc1	29%
CN1CCC(OC2CCN(C(=O)c3cccc(F)c3)CC2)CC1	-21%
Cc1cccnc1NC(=O)Cn1nc2c(cc1=O)CCCCC2	-21%
CCOc1ccc(C(=O)N2CCC([C@@H]3CNC[C@H]3CO)CC2)cc1OCC	-23%
C=CCN1CCN(Cc2ccco2)CC1	13%
O=C(COc1ncnc2ccc(Br)cc12)Nc1cccc(F)c1	19%
CCOCCCNCc1sccc1C	-4%
Cc1ccc(C(=O)NC(C)c2ccc(-n3ccnc3)cc2)c(C)c1 (stereo not given)	30%
Cc1ccc(-n2nc(C)c3c(C(=O)Nc4ccccc4C(F)(F)F)cc(C)nc32)cc1	?
CCCn1c(C)c(C)c(-c2nc3ccccc3[nH]2)c1NC(=O)CC(C)C	?
O=C(O)CCCC(=O)N1CCN(C(=O)c2ccco2)CC1	-3%
CN1CCC2(CCC1=O)CN(C(=O)Cn1cccnc1=O)CCN2C (stereo not given)	-26%
Fc1ccc(-c2cc(-c3nc(-c4cccc(Cl)c4)no3)[nH]n2)cc1	8%
Cc1ccc(NC(=O)CN(C)C(=O)COc2ncnc3ccc(Br)cc23)cc1	12%
CCOC(=O)c1[nH]c(C)c(CCC(=O)N2CCC(C(=O)NCCN3CCN(CC)CC3)CC2)c1C	-1%
COc1ccc(NC(=O)CN(C)C(=O)CNC(=O)Cc2cccc3ccccc23)cc1	30%
CC(C)CCN1CCC(N2CCN(S(=O)(=O)c3ccc(F)cc3)CC2)C1=O (stereo not given)	-15%
CCOCc1nc(C2CCCN2S(=O)(=O)c2cccnc2)no1 (stereo not given)	17%
Cc1oc2ncn(CC(C)C)c(=O)c2c1C(=O)NCCCN(Cc1ccccc1)C(C)C	-28%
CCCn1c(SCc2ccccc2)nc2c1c(=O)[nH]c(=O)n2C	3%
O=C(CC[C@@H]1CNC(=O)[C@@H]2C[C@H](NCc3ccc(CO)o3)CN12)NCc1ccccc1	?
Cc1cccc(C)c1NC(=O)c1cc2cc(Br)ccc2oc1=O	14%
CC(=O)Nc1ccc(C(=O)CSc2nnnn2C)cc1	30%
O=C(Cc1c[nH]c2ncc(-c3ccccc3)cc12)N1CC[S+](=O)([O-])CC1	35µM*
COc1ccc(-c2nc(-c3ccccc3)nc3c2CN(C(=O)C2CCCC2)CC3)cc1	8%
COc1ccc(NC(=O)CSc2nccnc2N2CCN(c3ccccc3OC)CC2)cc1OC	23%

Other compounds.
SMILES	KDM5B inh
O=C(Nc1ccccc1)Nc1ccc([C@@H](O)[C@H]2COCC(=O)N2Cc2cccnc2)cc1	-1%[86.2 µM]
COc1ccc(NC(=O)c2sc3nc4c(cc3c2N)CCCCCC4)cc1	?
COc1ccc(CCNS(=O)(=O)c2cc(-c3cc(C)no3)ccc2OC)cc1OC	-9%
O=c1cc(CCl)nc(Cc2c(Cl)cccc2Cl)[nH]1	29%
CNC(=O)Nc1ccc(C)n(CC(=O)N2CCN(c3ccccc3OC)CC2)c1=O	?
COc1ccc(N2Cc3c(ncnc3N3CCN(Cc4ccccc4)CC3)N(C)CC2=O)cc1	-25%
Clc1ccc(CSc2ccc(-c3cccs3)nn2)cc1	-2%
COc1cc(OC)cc(C(=O)Nc2ccc3oc(-c4cccc5c(Br)cccc45)nc3c2)c1	?
COC(=O)c1sccc1S(=O)(=O)N(CC(=O)Nc1ccccc1F)c1ccccc1	-12%
Oc1ccc(-c2nc(-c3cc4ccccc4o3)cs2)cc1	?
COC(=O)[C@H](NC(=O)[C@@H]1C[C@@H](NC(=O)CSC)CCN1S(=O)(=O)c1ccc(OC)cc1)C(C)C	-9%
CCOc1ccccc1NC(=O)C1CCCN(S(C)(=O)=O)C1 (stereo not given)	?
COc1cc(C2C(C(=O)Nc3ccc(Cl)cc3)=C(C)Nc3nc(SC)nn32)cc(OC)c1OC (stereo not given)	-9%
Cc1ccc(C)c(S(=O)(=O)Nc2nc3ccccc3nc2NCc2ccccc2)c1	?
COc1ccc(S(=O)(=O)N(CC(=O)NC(C)c2ccccc2)c2ccc(C)cc2)cc1OC (stereo not given)	-28%
O=C(c1ccccn1)C1CCCN(c2ncncn2)C1 (stereo not given)	-11%
CC(C)c1nc(-c2ccc(C(=O)N[C@@H]3COCC[C@@H]3OCC3CC3)cc2)no1	3%
COc1ccc(NC(=O)c2ccc3nc(-n4cccc4)sc3c2)cc1	4%
CNC(=O)[C@@H]1C[C@H](n2cc(CNC(=O)Nc3ccc(C)c(Cl)c3)nn2)CN1	-7%
Cc1ccc(Cn2cc(-c3ccncc3)cc2C(=O)N(C)Cc2ccccc2)cc1	22µM*
COc1ccc(CC(=O)Nc2ccc([C@@H](O)[C@H]3COCC(=O)N3Cc3ccccc3OC)cc2)cc1	5%
O=C(C[C@H]1NC(=O)c2ccccc2NC1=O)NCCn1c(=O)c(=O)[nH]c2ccccc21	?
O=C1NCCOCCCN(S(=O)(=O)c2ccccc2)[C@H]2CCC[C@@H]12	-10%
COc1ccc(-c2nc(C3CC3)nc3c2CN(C(=O)c2ccccc2F)CC3)cc1	-7%[115 µM]
CCOc1ccccc1N1CCN(c2ncncc2-c2nc(-c3ccccc3)no2)CC1	?
CCNC(=O)NC(=O)CN(CC)c1cccc(C)c1	9%
O=C(Nc1cccn2nc(C3CCC3)nc12)c1cccc(F)c1	-13%
CCCn1c(N)c(N(CCOC)C(=O)c2ccccc2)c(=O)[nH]c1=O	-1%&13%
O=C(c1cc(F)ccc1F)N1CCC(N2CC3CC(C2)[C@H]2CCCC(=O)N2C3)CC1 (stereo not given in full)	4%
Cc1cc(C(=O)O/N=C(\N)c2ccc(C(C)(C)C)cc2)no1	18%
COc1ccc(-c2cc(C[C@@H]3C[C@H](NCc4ccncc4)C3(C)C)no2)cc1	?
CC(C)CCNC(=O)C1(C)Cn2nc(C(=O)NCCN3CCCCCC3)cc2C(=O)N1C (stereo not given)	-3%
Cc1nn(CCNC(=O)c2cn(CCN)nn2)c(C)c1Cl	32%
COc1ccc(C2(C(=O)N3CCC4(CC3)CC(N3CCCCC3)CCO4)CC2)cc1 (stereo not given)	-26%
COCC(=O)NCc1nc2cccnc2n1Cc1ccc(F)cc1	-9%
COc1ccc2c(c1)CN(C1CCOCC1)CC[C@H]1COC(=O)N21	6%[86.2 µM]
Cc1cccc(C(=O)N2CCCCCCN(C)C(=O)[C@@H]3CCC[C@@H]32)c1	-9%
O=C(c1ccc(F)cc1)N1CCC2(CC1)NCc1ccccc1NC2=O	-16%[115 µM]
CCc1nnc(NS(=O)(=O)c2ccc(NC(=O)c3cccc(OC(F)(F)C(F)F)c3)cc2)s1	23%
CC(C)C(=O)N[C@H]1C[C@@H](Cc2cc(CN3CCOCC3)on2)C1(C)C	0%[86.2 µM]
COc1ccccc1OCc1ccc(C(=O)O)o1	2%
COc1ccc(N2CCN(C(=O)c3cc4c(s3)-c3c(C)cccc3OC4)CC2)cc1	0%
CCC(C)C(=O)NCc1ccncc1 (stereo not given)	16%
Cc1ccc(NC(=O)Cn2c(-c3ccc(Cl)cc3)nc(C)c(CCO)c2=O)c(C)c1	21%
CN(c1ccccc1)S(=O)(=O)c1ccc(Cl)c(C(=O)OCn2nnc3ccccc3c2=O)c1	20%
CNC(=S)NNC(=O)c1ccc(C)cc1Cl	-7%
CN1[C@@H](CCC(=O)NCc2ccco2)CNC(=O)[C@@H]2[C@H]1CCN2Cc1nc2ccccc2n1C	-16%
Cc1ccc(CSCc2ccc(C(=O)NCCC(C)C)o2)cc1	5%
Cc1ccc2c(CN3CCCCCC3)cc(=O)oc2c1	?
O=C(Nc1cccnc1N1CCCC1)N1CCN(c2cnccn2)CC1	?
COCc1cc(=O)[nH]c(N2CCCC2)n1	-1%
CC(C)NC(=O)CN1CCN(C(=O)c2cc3cc(Cl)ccc3[nH]2)CC1	7%
Cc1ccc(C)c(NC(=O)C23CCC(=O)N2c2ccccc2C(=O)N3Cc2ccccc2)c1 (stereo not given)	-6%
Cn1c(SCC(=O)Nc2cccc(C#N)c2)nc2cc(-c3ccccc3)sc2c1=O	4%
CC(C)(C)CC(=O)Nc1ccc2c(N3CCOCC3)ncnc2c1	-8%
COc1cc(C(=O)N2CCCN(C)c3ccccc32)cc(OC)c1OC	-28%
COCc1cc(C[C@@H]2CC[C@H](O)[C@@H](CNC(=O)Nc3ccccc3)O2)no1	7%[86.2 µM]
Cn1c(=O)c2[nH]c(CN3CCN(c4ccccc4F)CC3)nc2n(C)c1=O	17%
Cc1ccc(Cn2cc(S(=O)(=O)c3ccccc3)c(=O)c3cc(F)c(N4CCOCC4)cc32)cc1	?
COc1ccc(S(=O)(=O)c2c(Nc3ccc(C)cc3)sc(C(=O)c3ccc4c(c3)OCO4)c2N)cc1	?
CC(=O)Nc1cccc(-c2nc(-c3nnn4c3COC(c3ccc(C)cc3)C4)no2)c1 (stereo not given)	10%
COc1c(Cl)cc(Cl)cc1/C=N/O	-12%

Assay outcomes from PubChem.
